IMP-1 inhibitor: blocks Pseudomonas aeruginosa IMP-1 metallo-beta-lactamase; purified IMP-1, nitrocefin hydrolysis, epi-absorbance fluorescence; inhibition, % at 5.6 µM; 290,000 tested, 0.45% active;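 active = inhibition above the mean plus 3 SD of all compounds in the same screening run, cut at about 4.5% in these data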;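 also: 0% = IMP-1 with DMSO and 100% = DMSO wells lacking enzyme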
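System: purified IMP-1; amount: IMP-1 0.2 nM before substrate addition; compound: single dose, 5.6 µM; times: 25 °C, 15 min preincubation, 25 min reaction; signal: Epi-absorbance via hydrolysed-nitrocefin quenching of white-plate fluorescence, 480/530 nm, EDTA stop; benchmarks: DMSO with and without IMP-1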
IDE act: IDE (human) activation, cell-based. 340,000 tested, 0.073% active. HEK cells, FAbeta-B cleavage, fluorescence polarization; 0% vehicle, 100% cell-free pure enzyme wells. activation, % at 5.96 µM. AID 493087. P14735;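 active = activation above the mean of all tested compounds plus 3 SD, set per screening campaign, cut at about 17% in these data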
IDE cell inh: inhibits human insulin-degrading enzyme in HEK cells. P14735. FAbetaB cleavage, fluorescence polarization. inhibition, % at 5.59 µM. 320,000 tested, 0.41% active;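 active = percent inhibition above the average of all tested compounds plus 3 SD, set per screening campaign, cut at about 16% in these data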;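 also: IDE supplied by intact live HEK cells; FP after avidin binding of uncleaved biotin substrate so inhibition keeps polarization high; 0% = DMSO wells and 100% = 60 µM reference IDE inhibitor Ii1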
NALP1 yeast inh: inhibitors of NALP1 inflammasome in yeast; S. cerevisiae NALP1/ASC/caspase-1 growth, X-gal OD620, 72 h; inhibition, % at 10 µM; 280,000 tested, 0.61% active; AID 2071; in the data active = inhibition mostly above about 24%, no sharp cut-off; inactive = mostly below about 32%; also: some compounds called inactive have numbers as strong as hits
PHOSPHO1 inh: blocks human PHOSPHO1 phosphatase activity; recombinant PHOSPHO1, absorbance phosphatase assay; inhibition, % at 13.3 µM; 290,000 tested, 1.1% active; AID 1565; in the data active = inhibition above about 60%
Target sequence (Q8TCT1 whole entry, looked up): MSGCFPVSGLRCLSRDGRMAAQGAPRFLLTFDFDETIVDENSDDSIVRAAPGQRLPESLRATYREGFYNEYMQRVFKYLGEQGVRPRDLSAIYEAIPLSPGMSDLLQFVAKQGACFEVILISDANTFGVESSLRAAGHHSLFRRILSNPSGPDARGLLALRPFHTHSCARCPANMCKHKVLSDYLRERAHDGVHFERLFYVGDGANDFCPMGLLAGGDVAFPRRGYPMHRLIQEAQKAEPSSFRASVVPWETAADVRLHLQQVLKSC
GPR7 antagonist: human neuropeptides B/W receptor 1 antagonism; 290,000 tested, 1.1% active; inhibition, % at 4.4 µM; GPR7-expressing cells, fluorescence antagonist assay; in the data active = inhibition above about 16%, passing the limit was not always enough;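 also: cells stimulated with the agonist NPW; 0% = agonist with vehicle and 100% = vehicle without agonist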
Target sequence (P48145 whole entry, looked up): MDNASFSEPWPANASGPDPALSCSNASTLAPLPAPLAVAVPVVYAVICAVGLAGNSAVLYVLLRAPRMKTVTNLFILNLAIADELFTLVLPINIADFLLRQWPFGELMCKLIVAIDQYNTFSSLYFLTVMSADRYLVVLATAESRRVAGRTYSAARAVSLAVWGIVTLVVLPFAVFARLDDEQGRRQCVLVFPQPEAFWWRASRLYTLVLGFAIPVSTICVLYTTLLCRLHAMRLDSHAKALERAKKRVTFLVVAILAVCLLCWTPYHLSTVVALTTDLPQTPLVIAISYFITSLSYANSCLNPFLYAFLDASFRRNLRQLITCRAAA
VIM-2 inhibitor: blocks Pseudomonas aeruginosa VIM-2 metallo-beta-lactamase | 290,000 tested, 0.89% active | inhibition, % at 5.6 µM | AID 1527 | purified VIM-2, nitrocefin hydrolysis, epi-absorbance fluorescence;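 active = inhibition above the mean of all tested compounds plus 3 SD, cutoff set per screening run, cut at about 7.5% in these data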;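 also: red hydrolysis product quenches plate fluorescence so inhibitors raise well fluorescence; 0% = enzyme with DMSO and 100% = DMSO without enzyme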
p-CIP stab down: p/CIP protein destabilization; Q05BA5; F442A p/CIP-EGFP cells, EGFP fluorescence, 16 h; decrease of EGFP signal, % at 10 µM; 290,000 tested, 0.01% active; AID 1984;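 active = EGFP signal decrease of at least 30% at 10 µM or well 3 SD below plate mean, unless failing retest; inactive = the rest, including hits failing retest or dose response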; also: some compounds called inactive have numbers as strong as hits; many of its hits are not listed in these tables
M18AAP inhibitor: blocks P. falciparum M18 aspartyl aminopeptidase. recombinant PfM18AAP, H-Glu-NHMec fluorogenic cleavage. inhibition, % at 7.35 µM. 290,000 tested, 1.2% active;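 active = inhibition above the campaign mean inhibition over all tested compounds plus 3 SD, cut at about 28% in these data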;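 also: 0% = plate median of test compound wells and 100% = 2 mM ZnCl2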
* hit, by the source's call; · = not tested or not shown; & = joins results of further samples.

SMILES	IMP-1 inhibitor	IDE act	IDE cell inh	NALP1 yeast inh	PHOSPHO1 inh	GPR7 antagonist	VIM-2 inhibitor	p-CIP stab down	M18AAP inhibitor
COC(=O)COc1ccc(C(C2C(=O)CC(C)(C)CC2=O)C2C(=O)CC(C)(C)CC2=O)cc1	-4.3	0	5	14	18	-2	-5.7	-12	4
COc1cc2[nH]c3c(Cl)ncnc3c2cc1OC	-1.5	-1	0	10	-5	-7	-1.8	3	2
Cc1ccc(S(=O)(=O)N2CCOCC2)cc1NC(=O)CNC1CCCC1	-1.4	-1	-3	2	7	1	-0.5	-3	11
CCOc1ccc(NC(=O)Cn2c(=O)n(CC3CCCO3)c(=O)c3ccccc32)cc1 (configuration not stated)	0.0	2	-5	1	5	-8	-2.1	3	0
CCOc1ccc(CNC(=O)Cn2ccc3cc(S(=O)(=O)N4CCCC4)ccc32)cc1	-1.9	4	0	19	14	4	-1.8	-5	-2
Cc1ccccc1OCC(=O)NCCCNC(=O)c1ccccn1	-1.4	-2	-1	17	12	-8	-3.2	-4	-9
O=C(C(=O)N1CCN(c2ccc(F)cc2)CC1)N1CCCCC1	-3.8	4	-2	22	44	-7	-3.0	-1	1
Cc1cc2ncn(/N=C/c3ccc([N+](=O)[O-])o3)c2cc1C	-1.5	-3	3	3	69*	3	-0.5	-26	10
Cc1cc(C)nc(NS(=O)(=O)c2ccc(N=NN(C)C)cc2)n1	-1.4	-1	6	-3	·	7	-2.3	8	-3
O=C(O)CC1S/C(=N/N=C/c2ccccn2)NC1=O (configuration not stated)	-3.0	3	-4	1	-23	-11	-4.0	-9	11
CC(=O)OCC1=C(C(=O)O)N2C(=O)C(NC(=O)C(C)Cn3cc(Cl)cn3)C2SC1 (configuration not stated)	-2.2	4	8	7	-13	-21	0.4	-9	14
COc1ccccc1NCc1nnc(SCC(=O)N/N=C/c2ccco2)n1-c1ccc(Cl)cc1Cl	-1.6	1	-5	1	20	-4	-2.7	-8	7
O=C(N/N=C1/CCS(=O)(=O)c2ccc(F)cc21)c1cccnc1	-3.5	1	6	23	26	-3	-0.8	1	5
COC(=O)c1sccc1NC(=O)c1cnc2cc(C)nn2c1C	-3.3	3	0	9	24	-9	-4.0	-3	-2
C=CCN1C(=O)C(CC(=O)Nc2ccc(C)cc2)SC1=Nc1c(C)n(C)n(-c2ccccc2)c1=O (configuration not stated)	-1.6	0	-4	18	-1	-4	-3.9	3	1
COc1ccc(-c2csc(N3CCN(c4cc(C)nc5ccccc45)CC3)n2)cc1OC	-2.5	-1	0	19	-9	2	2.6	-4	-1
CCc1nnc(NS(=O)(=O)c2ccc(NC(=O)c3cccc(Br)c3)cc2)s1	-2.2	4	6	-7	30	5	-3.8	-12	-6
COc1ccc(OC)c(CN2CCSCC2)c1	-0.3	3	·	-5	29	-11	-1.0	-22	-3
COc1ccc2cc(/C(C)=N/NC(=O)C3CC3)ccc2c1	-2.5	-1	5	-1	-14	-9	-3.4	10	3
Cc1onc(-c2ccccc2Cl)c1C(=O)Nc1nnc(-c2ccc(Br)cc2)s1	0.0	-2	0	24	-18	-14	-2.9	-28	-2
COc1ccc(Cn2c(O)c(/C=N/NC(=O)c3cccnc3)c3ccccc3c2=O)cc1	-0.7	-10	·	-12	34	0	-0.1	-6	10
CCOCCCn1c(=NC(=O)c2cccnc2)c(C(=O)OCC)cc2c(=O)n3ccccc3nc21	-3.2	4&9	-1	3	11	-5	2.4	16	2
CCOc1cccc(C=Nc2cc(C)cc(C)c2O)c1O	0.2	0	-5	4	14	-10	0.2	2	22
COC(=O)c1ccccc1NC(=O)Cn1c(=O)n(CCC(=O)NC2CCN(Cc3ccccc3)CC2)c(=O)c2ccccc21	-1.6	2	-1	·	53	-6	-1.6	2	-1
O=C(Cn1ncc(Cl)c(Cl)c1=O)NC1CCS(=O)(=O)C1 (configuration not stated)	-0.9	1	7	·	5	-2	-1.6	-1	8
COc1cc(Br)cc(-c2nc3c(c(=O)[nH]c(=O)n3Cc3ccccc3)n2C)c1O	-3.6	4	-3	7	3	-7	-2.9	0	2
CC(C)Cc1csc(NC(=O)c2ccc(Br)cc2)c1C(=O)O	-2.9	-6	6	-4	-1	-15	-5.2	-7	3
CN(C)S(=O)(=O)c1ccc(C(=O)Nc2cccc(C(=O)O)c2)cc1	-3.6	-2	5	8	-17	-16	-4.7	-10	15
O=C(CSc1nc2c(c(=O)[nH]1)CCC2)Nc1ccccc1Cl	-3.6	2	5	6	24	3	-3.4	3	1
CC(=O)Nc1ccc(NC(=S)NC(=O)/C=C/c2ccccc2)cc1	0.5	6	0	8	4	-6	-1.9	13	-7
N#Cc1c(NC(=O)CSc2nc3ccccc3c(=O)n2Cc2ccco2)sc2c1CCCC2	·	4	0	21	-1	·	·	-2	·
Cc1cc(C)nc(SCc2csc(-c3ccccc3)n2)n1	-0.9	7	11	22	12	-1	-2.7	-11	1
COC(=O)c1cccc(NC(=O)CSc2nc(O)c(-c3ccccc3)c(=O)[nH]2)c1	-1.0	4	-3	2	34	1	-1.4	0	-5
COc1ccc(OC(C)c2ccc(C#N)c(=O)[nH]2)cc1 (configuration not stated)	-3.4	-7	-3	10	44	-4	-1.7	14	2
COc1ccc(OC)c(NC(=O)COC(=O)Cc2ccc(Br)cc2)c1	-1.8	-1	3	5	44	-8	-3.2	3	10
CC(C)(C)C(=O)Nc1ccc(C(=O)Nc2cccc(Oc3ccc(C(=O)O)c(C(=O)O)c3)c2)cc1	0.0	5	7	-5	4	-9	3.6	-3	-1
COc1ccc(Cl)cc1NC(=O)C1CC(c2c(F)cccc2Cl)=NO1 (configuration not stated)	-3.7	0	3	10	25	-11	-1.4	-12	0
Cc1ccc(C)n1-c1cccc(C(=O)Nc2ccccc2)c1	-1.8	8	3	·	-1	1	-0.2	2	1
Cc1ccc(C(=O)Nc2ccccc2OC(F)F)cc1	-1.9	6	-1	-18	19	-9	-0.7	1	-1
COc1cccc(CC2(CO)CCCN(Cc3nc(-c4cccs4)oc3C)C2)c1 (configuration not stated)	-2.8	7	4	-19	32	-7	-5.3	-20	-5
CC1CCCCC1NC(=O)CN1CCC(NC(=O)c2ccc([N+](=O)[O-])cc2)CC1 (configuration not stated)	-2.7	5	2	12	7	12	-2.1	4	1
COc1nc(OC)nc(N2CCC(C(=O)NC3CC3)CC2)n1	-1.8	-2	0	-3	-3	-10	-3.7	6	-6
COc1ccc(C(=O)CSc2nc3nc(C)cc(C)c3c(=O)[nH]2)cc1OC	1.2	·	·	·	·	-7	0.7	·	-6
CCOC(=O)c1sc(NC(=O)c2cc3c(s2)CCC(C)C3)nc1C (configuration not stated)	-1.9	2	0	18	9	-11	-0.3	-7	-10
COc1ccc(-n2c(Cn3c(=O)sc4ccccc43)nnc2SCC(=O)N2CCCCC2)cc1	-5.2	12	1	0	28	-13	-3.2	-1	-8
C=CCSc1nn2c(=O)c3ccccc3nc2s1	-2.0	3	-1	-8	42	-5	-1.1	-18	4
COc1ccc(Cn2c(CCC(=O)Nc3ccc(CC#N)cc3)nc3cccnc32)cc1	-2.5	-6	0	3	23	1	-1.0	-1	3
COc1ccc(C(=O)NC(=S)Nc2ccc3[nH]c(=O)[nH]c3c2)c(OC)c1	-4.0	-3	9	12	47	-7	-3.6	-14	-4
O=C(c1cccc2nccnc12)N1CCCC(Nc2ccc(F)c(F)c2)C1 (configuration not stated)	-1.1	0	-7	14	33	-5	-2.6	-17	-2
CCN(CC)CC#CCOC(=O)C(O)(c1ccccc1)C1CCCCC1 (configuration not stated)	-3.9	7	3	36	16	-5	-3.6	-9	1
NC(=O)CC[C@@H]1NC(=O)[C@H](CO)NC(=O)c2cc([N+](=O)[O-])cc(I)c2OCC[C@@H](C(N)=O)NC1=O	-4.5	3	-1	40	11	4	-2.2	3	5
Cc1cccc(CSCc2ccc(C(=O)NCC3CCCO3)o2)c1 (configuration not stated)	-5.4	-4	-6	9	-10	-4	-2.3	-3	-1
COc1ccc(NC(=S)Nc2ccc(S(N)(=O)=O)cc2)c(C)c1	-1.2	1	3	6	-21	-11	-1.3	0	-1
c1cn(-c2ncnc3sc4c(c23)CCCC4)cn1	-2.7	4	1	-11	-8	-1	0.2	0	-10
O=C(O)c1ccc(-n2c(-c3ccc(Br)cc3)n[nH]c2=S)cc1	-0.9	0	1	-10	103*	11	-3.5	-16	7

Quoted at random: 7 compounds from above.
SMILES	IMP-1 inhibitor	IDE act	IDE cell inh	NALP1 yeast inh	PHOSPHO1 inh	GPR7 antagonist	VIM-2 inhibitor	p-CIP stab down	M18AAP inhibitor
O=C(c1cccc2nccnc12)N1CCCC(Nc2ccc(F)c(F)c2)C1 (configuration not stated)	-1.1	0	-7	14	33	-5	-2.6	-17	-2
CCN(CC)CC#CCOC(=O)C(O)(c1ccccc1)C1CCCCC1 (configuration not stated)	-3.9	7	3	36	16	-5	-3.6	-9	1
COc1ccc(NC(=S)Nc2ccc(S(N)(=O)=O)cc2)c(C)c1	-1.2	1	3	6	-21	-11	-1.3	0	-1
C=CCSc1nn2c(=O)c3ccccc3nc2s1	-2.0	3	-1	-8	42	-5	-1.1	-18	4
Cc1cccc(CSCc2ccc(C(=O)NCC3CCCO3)o2)c1 (configuration not stated)	-5.4	-4	-6	9	-10	-4	-2.3	-3	-1
COc1ccc(Cn2c(CCC(=O)Nc3ccc(CC#N)cc3)nc3cccnc32)cc1	-2.5	-6	0	3	23	1	-1.0	-1	3
COc1ccc(C(=O)NC(=S)Nc2ccc3[nH]c(=O)[nH]c3c2)c(OC)c1	-4.0	-3	9	12	47	-7	-3.6	-14	-4

Complete entries from above.
`COc1ccc(C(=O)NC(=S)Nc2ccc3[nH]c(=O)[nH]c3c2)c(OC)c1` is listed as IMP-1 inhibitor: -4.0; IDE act: -3; IDE cell inh: 9; NALP1 yeast inh: 12; PHOSPHO1 inh: 47; GPR7 antagonist: -7; VIM-2 inhibitor: -3.6; p-CIP stab down: -14; M18AAP inhibitor: -4
`Cc1cccc(CSCc2ccc(C(=O)NCC3CCCO3)o2)c1` (configuration not stated) is listed as IMP-1 inhibitor: -5.4; IDE act: -4; IDE cell inh: -6; NALP1 yeast inh: 9; PHOSPHO1 inh: -10; GPR7 antagonist: -4; VIM-2 inhibitor: -2.3; p-CIP stab down: -3; M18AAP inhibitor: -1

Screening results deposited in PubChem BioAssay by several laboratories.
